Compound activity (PubChem BioAssay)
p-CIP stab down – compounds decreasing mouse p/CIP protein stability; F442A p/CIP-EGFP cells, EGFP fluorescence, 16 h; Q05BA5; 0.01% of 290,000 active; decrease of EGFP signal, % at 10 µM;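 active = EGFP signal decrease of at least 30% at 10 µM or well 3 SD below plate mean, unless failing retest; inactive = the rest, including hits failing retest or dose response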; also: some compounds called inactive have numbers as strong as hits; many of its hits are not listed in these tables
Target sequence (Q05BA5 1-1403): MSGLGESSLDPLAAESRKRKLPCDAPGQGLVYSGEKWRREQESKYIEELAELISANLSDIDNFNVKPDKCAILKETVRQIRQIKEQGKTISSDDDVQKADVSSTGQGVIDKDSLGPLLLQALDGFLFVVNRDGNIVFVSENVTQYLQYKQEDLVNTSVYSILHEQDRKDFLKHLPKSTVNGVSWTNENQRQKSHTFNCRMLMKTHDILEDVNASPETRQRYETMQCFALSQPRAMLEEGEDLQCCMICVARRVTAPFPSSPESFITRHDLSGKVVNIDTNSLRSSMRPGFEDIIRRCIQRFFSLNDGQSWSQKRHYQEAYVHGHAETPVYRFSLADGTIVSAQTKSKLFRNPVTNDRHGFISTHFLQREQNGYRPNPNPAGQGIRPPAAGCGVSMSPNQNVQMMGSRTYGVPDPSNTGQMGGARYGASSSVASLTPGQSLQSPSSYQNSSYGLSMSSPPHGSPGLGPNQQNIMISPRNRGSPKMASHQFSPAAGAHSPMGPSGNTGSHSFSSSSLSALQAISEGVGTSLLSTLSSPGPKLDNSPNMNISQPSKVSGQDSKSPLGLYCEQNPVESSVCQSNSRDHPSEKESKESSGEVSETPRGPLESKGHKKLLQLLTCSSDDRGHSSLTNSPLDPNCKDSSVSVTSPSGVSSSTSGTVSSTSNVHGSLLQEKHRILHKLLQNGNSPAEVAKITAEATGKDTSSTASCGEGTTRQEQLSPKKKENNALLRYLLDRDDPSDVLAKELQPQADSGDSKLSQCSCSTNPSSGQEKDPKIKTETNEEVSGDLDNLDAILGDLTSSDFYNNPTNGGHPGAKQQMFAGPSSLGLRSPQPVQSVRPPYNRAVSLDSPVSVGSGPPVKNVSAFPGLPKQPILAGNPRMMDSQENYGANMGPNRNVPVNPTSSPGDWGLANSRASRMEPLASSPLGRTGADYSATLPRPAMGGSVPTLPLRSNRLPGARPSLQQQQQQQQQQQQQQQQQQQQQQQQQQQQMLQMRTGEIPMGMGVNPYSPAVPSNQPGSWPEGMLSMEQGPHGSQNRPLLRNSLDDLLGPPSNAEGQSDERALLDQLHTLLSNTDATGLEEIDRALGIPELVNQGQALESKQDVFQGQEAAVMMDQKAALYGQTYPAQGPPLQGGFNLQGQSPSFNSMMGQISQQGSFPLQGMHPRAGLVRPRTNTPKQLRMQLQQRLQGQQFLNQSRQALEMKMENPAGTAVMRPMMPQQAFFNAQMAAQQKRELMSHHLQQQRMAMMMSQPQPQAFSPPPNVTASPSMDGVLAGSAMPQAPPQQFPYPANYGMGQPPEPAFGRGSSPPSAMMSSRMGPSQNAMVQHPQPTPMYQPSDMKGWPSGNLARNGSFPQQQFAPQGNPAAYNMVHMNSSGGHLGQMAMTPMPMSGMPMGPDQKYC
UBC9 SUMO inh – blocks human SUMOylation mediated by UBC9. P63279. HTRF SUMOylation assay, SAE1/SAE2 + UBC9, in vitro. inhibition, % at 35 µM. 0.36% of 290,000 active; in the data active = inhibition above about 50%, passing the limit was not always enough; also: strong numbers were not always called active
IDE inh – cellular human IDE inhibition; inhibition, % at 5.59 µM; HEK cells, FAbetaB cleavage, fluorescence polarization; 0.41% of 320,000 active; P14735;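 active = percent inhibition above the average of all tested compounds plus 3 SD, set per screening campaign, cut at about 16% in these data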;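 also: IDE supplied by intact live HEK cells; FP after avidin binding of uncleaved biotin substrate so inhibition keeps polarization high; 0% = DMSO wells and 100% = 60 µM reference IDE inhibitor Ii1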
CRFR2-BP antag – antagonists of CRF-binding protein/CRF-R2 receptor complex. HEK293 CRF-R2/CRF-BP, CRF-induced calcium fluorescence. AID 588475. 0.59% of 350,000 active. inhibition, % at 11.8 µM;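 active = inhibition of the ligand-induced calcium signal above about 50% at the single tested concentration, limit read from the data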
IMP-1 inhibitor – blocks Pseudomonas aeruginosa IMP-1 metallo-beta-lactamase; purified IMP-1, nitrocefin hydrolysis, epi-absorbance fluorescence; inhibition, % at 5.6 µM; 0.45% of 290,000 active; AID 1556;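 active = inhibition above the mean plus 3 SD of all compounds in the same screening run, cut at about 4.5% in these data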;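 also: 0% = IMP-1 with DMSO and 100% = DMSO wells lacking enzyme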
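System: Purified IMP-1 | Read-out basis: Percent enzyme inhibition | Controls: IMP-1 with DMSO as 0%, enzyme-free DMSO as 100% | Replicates: One well per compound | Doses: 5.6 µM nominal single concentration | Detection: Epi-absorbance fluorescence, 480 nm excitation, 530 nm emission | Incubation: 25 °C, 15 min preincubation, 25 min reaction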
GalR3 antagonist – blocks the human galanin receptor 3. O60755. HEK293 GalR3-CNG cAMP membrane potential fluorescence; galR3 body fused to GalR1 C-terminus. inhibition, % at 3 µM. 0.44% of 360,000 active;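 active = inhibition above the screen-wide average plus 3 SD, cut at about 13% in these data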;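 also: forskolin and galanin both at EC90 stimulate the cells; cAMP rise reported by CNG channel membrane potential dye signal; 0% = forskolin plus galanin with DMSO and 100% = forskolin alone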
NS3 helicase inh – inhibitors of Hepatitis C virus NS3 helicase; NS3 helicase DNA unwinding, Cy5 molecular beacon fluorescence; inhibition, % at 10.9 µM; 0.56% of 290,000 active;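 active = inhibition above the mean of all tested compounds plus 3 SD, set per campaign, cut at about 35% in these data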;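 also: 0% = DMSO wells and 100% = thioflavine S control wells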
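Material: hepatitis C virus NS3 helicase domain fragment enzyme; measured by: Cy5 fluorescence, 0 and 60 min reads; control set: DMSO and thioflavine S; incubation: 60 min unwinding reaction at 25 °C after ATP addition; read-out basis: % inhibition from 60/0 min fluorescence ratio, DMSO 0%, thioflavine S 100%; repeats: singlicate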
IDE act – activators of human insulin-degrading enzyme in cells; HEK cells, FAbeta-B cleavage, fluorescence polarization; 0% vehicle, 100% cell-free pure enzyme wells; AID 493087; activation, % at 5.96 µM; 0.073% of 340,000 active; P14735;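 active = activation above the mean of all tested compounds plus 3 SD, set per screening campaign, cut at about 17% in these data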
VIM-2 inhibitor – inhibitors of Pseudomonas aeruginosa VIM-2 metallo-beta-lactamase. inhibition, % at 5.6 µM. AID 1527. purified VIM-2, nitrocefin hydrolysis, epi-absorbance fluorescence. 0.89% of 290,000 active;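 active = inhibition above the mean of all tested compounds plus 3 SD, cutoff set per screening run, cut at about 7.5% in these data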;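 also: red hydrolysis product quenches plate fluorescence so inhibitors raise well fluorescence; 0% = enzyme with DMSO and 100% = DMSO without enzyme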
Numbers without * were called inactive; . = no result given.

entry	p-CIP stab down	UBC9 SUMO inh	IDE inh	CRFR2-BP antag	IMP-1 inhibitor	GalR3 antagonist	NS3 helicase inh	IDE act	VIM-2 inhibitor	SMILES
1	-5.5	16.2	0.4	2.7	-4.0	-2.4	5.1	6.8	-1.0	O=C(Cc1cccs1)NCCc1csc(-c2ccccc2)n1
2	6.2	-7.5	4.0	-18.7	-1.5	7.0	10.5	0.9	0.7	CCN1C(=O)/C(=C/c2nc3ccccc3c(=O)[nH]2)c2ccccc21
3	.	.	2.6	10.9	.	-2.8	.	2.9	.	COc1cc(/C=C/C(=O)O)ccc1OS(=O)(=O)c1c(C)c(C)cc(C)c1C
4	-6.5	39.1	0.3	4.4	-4.5	1.4	-2.5	1.0	-2.7	CCSc1ccc(-c2nn(-c3ccccc3)cc2/C=C(/C#N)C(=O)NC)cc1
5	-3.9	11.5	-3.0	-1.9	-1.2	-8.1	-5.5	-1.6	-1.9	O=C1Cn2c(nc3ccccc32)N1c1cccc(C(F)(F)F)c1
6	4.7	11.2	-1.4	-6.0	-2.2	-4.2	-4.7	1.5	0.4	Cc1ccc(C(=O)COC(=O)c2cc(Cl)nc3ccccc23)cc1C
7	-3.3	6.1	0.7	-1.8	1.1	-2.4	5.0	2.5	-0.8	COc1cc(N)c(C(=O)c2nccc3cc(OC)c(OC)cc23)cc1OC
8	6.9	-11.7	-0.3	-4.9	-2.5	-8.5	-5.5	5.2	-1.3	Cc1ccc(CN(C(=O)c2ccc(Cl)c([N+](=O)[O-])c2)C2CCS(=O)(=O)C2)o1 (centres undefined)
9	1.9	-9.1	-2.2	-5.0	-1.2	-7.7	-15.9	-3.8	-0.2	CCOC(=O)C1CCCN(C(=O)c2cc3cc(F)ccc3[nH]2)C1 (centres undefined)
10	-11.4	9.6	2.4	2.1	-4.6	0.6	5.5	5.8	-5.2	COc1ccc(C)cc1NC(=O)c1nnn(CCc2ccccc2)c1N
11	-17.0	.	6.0	-1.9	1.8	3.4	27.1	1.0	-0.2	CC(=O)N(C)c1ccc(NC(=S)NC(=O)/C=C/c2ccco2)cc1
12	-15.6	-1.0	1.2	54.2*	-3.3	-3.4	-6.0	3.8	-0.3	O=C(CSc1nnc(C2COc3ccccc3O2)o1)NC1CCCCC1 (centres undefined)
13	-5.1	-6.6	-3.1	5.4	1.8	-2.1	-5.0	2.7	-0.8	O=C1C[C@@H](c2ccc(O[C@@H]3O[C@H](CO)[C@@H](O)[C@H](O)[C@H]3O)cc2)Oc2cc(O)ccc21
14	-14.8	-2.2	.	91.9*	-5.5	2.0	16.5	-5.8	-2.0	COc1cccc(CNC(=O)C2CCC(=O)N(CC3CCCCC3)C2)c1OC (centres undefined)
15	-11.1	3.2	-5.8	7.5	-3.5	-5.2	-2.5	3.4	-3.3	COc1ccc(NS(=O)(=O)c2ccc(-c3n[nH]c(=S)n3Cc3ccccc3)cc2)cc1
16	-7.8	6.9	7.1	-11.3	-2.5	-6.8	20.1	1.2	-2.6	O=C(Nc1ccccc1Cl)Nc1cccnc1Cl
17	-13.3	7.3	1.2	25.1	-3.1	-8.6	-9.7	1.1	-2.6	C=Cn1cc[n+](CC(=O)c2ccc(OC)c(OC)c2)c1
18	3.5	-37.2	3.5	-33.9	-2.1	-1.5	9.6	0.0	-0.1	CCOC(=O)Nc1nnc(CCc2ccccc2)s1
19	.	.	5.8	14.8	.	-5.5	.	-3.2	.	Cc1ccc(N2CC(NC(=O)C(=O)c3c(C)[nH]c4ccccc34)CC2=O)cc1C (centres undefined)
20	1.4	13.5	-1.7	14.7	-2.6	-6.7	1.9	1.3	0.0	CC(C)Cn1c(=O)c2sccc2n2c(CCCC(=O)NC3CCN(Cc4ccccc4)CC3)nnc12
21	-0.5	5.7	-0.5	4.9	1.1	-1.8	-27.3	1.5	-3.6	O=C(CCc1ccccc1)Nc1ccnn1C1CCN(C/C=C/c2ccccc2)CC1
22	0.8	-9.6	-4.6	-5.7	-2.9	-4.8	-9.8	6.1	-2.4	CCN(CC(=O)NC(C)C)C(=O)C(CCSC)NC(=O)c1ccccc1OC (centres undefined)
23	-20.7	17.5	1.3	3.1	-1.4	-1.4	-11.9	-0.1	-2.5	CC1(C)Oc2ccc3ccc(=O)oc3c2/C(=N/O)C1=O
24	7.0	4.3	-0.7	-8.4	-3.6	1.6	2.5	1.3	-1.8	Cc1cccc(Nc2nnc(SCC(=O)Nc3ccc(C(=O)O)cc3)s2)c1
25	.	.	2.3	1.2	.	-3.5	.	0.2	.	CNC(=O)c1c(NC(=O)C2=COCCO2)sc(C)c1C

Record cards, as listed above:
Entry for `CC(C)Cn1c(=O)c2sccc2n2c(CCCC(=O)NC3CCN(Cc4ccccc4)CC3)nnc12` → p-CIP stab down = 1.4; UBC9 SUMO inh = 13.5; IDE inh = -1.7; CRFR2-BP antag = 14.7; IMP-1 inhibitor = -2.6; GalR3 antagonist = -6.7; NS3 helicase inh = 1.9; IDE act = 1.3; VIM-2 inhibitor = 0.0
Entry for `COc1ccc(C)cc1NC(=O)c1nnn(CCc2ccccc2)c1N` → p-CIP stab down = -11.4; UBC9 SUMO inh = 9.6; IDE inh = 2.4; CRFR2-BP antag = 2.1; IMP-1 inhibitor = -4.6; GalR3 antagonist = 0.6; NS3 helicase inh = 5.5; IDE act = 5.8; VIM-2 inhibitor = -5.2

The list goes on.
entry	p-CIP stab down	UBC9 SUMO inh	IDE inh	CRFR2-BP antag	IMP-1 inhibitor	GalR3 antagonist	NS3 helicase inh	IDE act	VIM-2 inhibitor	SMILES
26	.	.	6.5	7.5	.	-4.3	.	3.8	.	Cc1ccc(CONC(=O)c2cccc([N+](=O)[O-])c2)cc1
27	-0.4	13.3	.	4.5	-2.5	-0.8	-0.7	-0.3	-1.3	O=C(CN1C(=O)CCS(=O)(=O)c2ccccc21)Nc1ccc2c(c1)OCCO2
28	-3.2	-4.4	2.2	-10.5	-1.9	-8.4	-1.8	4.4	-1.3	CCC(C)N(C(=O)c1csnn1)C(C(=O)NCc1ccc(F)cc1)c1ccccc1F (centres undefined)
29	-2.2	5.7	9.1	-7.5	-3.0	-2.3	5.2	-17.0	-0.2	Cc1cc(C)c(C(=O)CSc2nc(C)cc(=O)[nH]2)c(C)c1
30	-2.9	-5.4	-3.0	5.4	-3.5	-3.6	-0.8	9.7	-0.6	CSc1nc(Sc2ccccc2Cl)c2ccccc2n1
31	-15.0	-1.2	-0.1	9.1	-2.3	-2.3	3.8	6.9	-1.8	Cc1cccc(-n2nnnc2SCC(=O)NCCN2C(=O)CSC2=O)c1
32	-3.8	20.2	-2.5	-11.0	-2.4	1.4	4.6	-2.9	-3.1	Cc1ccc(C(=O)Nc2nc(=O)n(C(=O)C3CC3)s2)cc1
33	.	.	6.1	-10.0	.	-3.9	.	1.1	.	COc1ccc(NC(=O)N(C)C[C@H]2Oc3ccc(NC(=O)NC4CCCCC4)cc3C(=O)N([C@H](C)CO)C[C@@H]2C)cc1
34	-31.9	11.7	-0.6	2.0	-4.4	2.0	13.2	9.5	-3.1	O=C(O)c1ccc(S(=O)(=O)N(Cc2cccs2)CC2CCCO2)cc1 (centres undefined)
35	-2.4	16.1	-1.7	2.7	-6.2	3.9	-4.5	0.8	-0.6	c1ccc(-c2cn(C[C@H]3CC[C@@H]([C@@H]4CC[C@H](Cn5cc(-c6ccccn6)nn5)O4)O3)nn2)nc1
36	-3.3	24.4	-0.1	6.7	0.4	-3.4	22.0	-0.3	2.4	NC(=O)N/N=C/c1cccc(OCc2ccc(F)cc2)c1
37	-15.2	-19.3	1.3	5.9	0.2	-3.4	-0.4	0.8	-3.2	O=S(=O)(c1cc(Cl)ccc1Cl)N1CCCC1
38	.	.	4.2	-1.7	.	-7.4	.	-0.7	.	CCCN(CC(=O)Nc1ccccc1OC)C(=O)c1nc2nc(C)ccn2n1
39	-7.9	27.4	-4.0	-13.8	-1.5	-7.3	6.3	0.3	-1.9	Cc1cccc2c1nc(-c1ccccc1)n1nnnc21
40	-17.4	20.7	-0.7	4.4	-4.8	-9.1	-1.2	4.4	-0.6	COc1cccc(NC(=O)c2ccc3c(c2)N(CC(=O)N2CCOCC2)C(=O)C(C)(C)O3)c1
41	-13.4	21.2	-2.6	-1.0	.	-4.1	.	4.0	.	COC(=O)CCCC1=CC2=CC(=O)C(C)(OC(=O)c3cccs3)C(=O)C2=CN1Cc1ccco1 (centres undefined)
42	-13.9	-9.6	6.0	-11.5	-1.3	-6.7	7.0	3.7	-2.2	COc1ccccc1N1CCN(C(=O)C(=O)c2c[nH]c3ccccc23)CC1
43	.	.	1.5	13.0	.	-1.3	.	5.8	.	Cc1ccc(S(=O)(=O)N2CCC(C(=O)OCc3ccccc3)CC2)cc1C
44	-11.8	9.0	1.2	1.0	-3.9	3.9	9.7	4.5	-3.8	COc1cccc(CNS(=O)(=O)c2ccc3c(c2)oc(=O)n3C)c1
45	-6.8	21.0	8.2	-2.2	-7.4	-3.7	-8.2	-0.2	-3.9	CC(C)CNS(=O)(=O)c1ccc2c(c1)OCCO2
46	-2.3	22.3	0.8	3.7	-5.2	-7.7	-2.1	1.7	-2.1	CCCOc1nc2c(c(=O)n(C)c(=O)n2C)n1CCC
47	-9.0	0.4	-4.0	11.2	-0.6	-10.2	-4.3	2.1	-0.1	COCCCn1c(=O)c2sccc2n(Cc2cccc(C)c2)c1=O
48	-18.4	-2.8	-2.0	-3.6	0.1	-6.6	5.4	-1.3	0.0	Fc1ccc(C(c2nnnn2Cc2cccs2)N2CCN(c3ccccc3)CC2)cc1 (centres undefined)
49	-6.3	-15.1	-1.7	21.3	-3.0	-13.2	-10.7	6.1	-3.1	CCOC(=O)C(NC(=O)c1cccc(Cl)c1)(OCc1ccc(F)cc1)C(F)(F)F (centres undefined)
50	-15.7	1.4	2.0	-20.5	-5.6	-14.2	-1.6	-2.8	-2.0	CC(C)(C)NCCOCCOc1ccccc1-c1ccccc1
51	-1.0	4.3	0.5	-14.0	-3.5	-3.5	4.9	1.9	-1.0	Cc1nn(-c2ccc(C(=O)O)cc2)c(=O)c2ccccc12
52	-6.0	1.1	-2.8	13.5	-2.2	-1.7	0.2	3.0	-0.9	CCCC(=O)Nc1ccc2c(c1)nc1n2CCOC1

Along the list, quoted from above.
Compounds 26 to 33 in IDE act: 3.8, -0.3, 4.4, -17.0, 9.7, 6.9, -2.9, 1.1
